Source: PubChem (National Center for Advancing Translational Sciences (NCATS))
FBPA Giardia inh – qHTS Assay for Inhibitors of Fructose-1,6-bisphosphate Aldolase from Giardia Lamblia; A8B2U2; purified Giardia FBPA; Potency, µM (doses to about 59.6 µM), for inactives: at the top dose activity, negative = inhibition, most hits filed as inhibitors; hit rate 0.71% among 290,000; AID 2451, 2010; also: potency is read from the fitted curve at half-maximal effect; % is scaled to controls: 0 for no effect and ±100 for the full control effect; nearly all actives have a fitted effect of over 55% in size
Target sequence (A8B2U2 whole entry, looked up): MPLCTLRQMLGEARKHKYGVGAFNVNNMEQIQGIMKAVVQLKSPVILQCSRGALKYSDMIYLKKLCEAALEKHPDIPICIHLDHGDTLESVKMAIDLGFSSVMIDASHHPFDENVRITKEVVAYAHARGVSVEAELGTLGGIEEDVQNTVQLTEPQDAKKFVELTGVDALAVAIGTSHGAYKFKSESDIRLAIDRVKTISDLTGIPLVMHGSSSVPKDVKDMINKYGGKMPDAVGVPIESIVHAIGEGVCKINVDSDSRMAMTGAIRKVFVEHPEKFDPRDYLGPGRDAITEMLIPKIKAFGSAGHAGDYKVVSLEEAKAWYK
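40 nM FBPA preincubated 10 min at RT with compound (up to 57.5 uM final), then substrate plus GAPDH/TPI/NAD/arsenate coupling and diaphorase/resazurin added. Fluorescence read after 20 min at RT, 525/598 nm.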
Pf growth 48h – Primary qHTS for delayed death inhibitors of the malarial parasite plastid, 48 hour incubation; hit rate 5.9% among 310,000; P. falciparum luciferase growth in erythrocytes, 48 h; AID 504832, 2011; Potency, µM (highest dose often 28.7 µM), inactives show top-dose activity change, negative = inhibition, most hits filed as inhibitors; also: potency is read from the fitted curve at half-maximal effect; % is scaled to controls: 0 for no effect and ±100 for the full control effect
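Growth was read as firefly luciferase luminescence after a 48 h, 37 C, 5% CO2 exposure of compounds to reporter-bearing P. falciparum cultures (0.1% parasitemia, 2% hematocrit final) in Albumax-supplemented RPMI 1640.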
Shiga inhibitor – A qHTS for Small Molecule Inhibitors of Shiga Toxin. Vero cells, Shiga toxin protein synthesis inhibition reporter. hit rate 9.2% among 290,000. inhibition, % at 38.7 µM. AID 2315, 2010; in the data active = inhibition mostly above about 28%, no sharp cut-off; inactive = mostly below about 43%; also: 0% is about no effect
HCV inh – qHTS Assay for Inhibitors of Hepatitis C Virus (HCV); Huh7.5.1 HCVcc-Cre infection, luciferase reporter, 44 h; Potency, µM (doses to about 41.8 µM), inactives show at the highest dose activity change, negative = inhibition, hits mostly inhibitors; hit rate 3.4% among 340,000; also: potency is read from the fitted curve at half-maximal effect; % is scaled to controls: 0 for no effect and ±100 for the full control effect
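Cells seeded at 1,000/well and cultured 4 h, then compounds added followed by HCVcc-Cre virus (~0.5 moi). After 44 h further culture, luciferase substrate was added, plates held 15 min at room temperature, and luminescence read for 15 sec.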
Cycloheximide cs – Cycloheximide Counterscreen for Small Molecule Inhibitors of Shiga Toxin. cell reporter, cycloheximide protein synthesis inhibition counterscreen. AID 2314, 2010. hit rate 12% among 300,000. max response, %; in the data active = max response mostly above about 13%, no sharp cut-off; inactive = mostly below about 14%; also: read at 38.3 µM for the half of the compounds with a filed dose; 0% is about no effect
Pf growth 96h – Primary qHTS for delayed death inhibitors of the malarial parasite plastid, 96 hour incubation | Potency, µM (top dose mostly 28.7 µM), for the others: top-dose activity change, negative = inhibition, most hits filed as inhibitors | P. falciparum luciferase reporter growth, 96 h | hit rate 6.9% among 320,000; also: potency is read from the fitted curve at half-maximal effect; % is scaled to controls: 0 for no effect and ±100 for the full control effect
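P. falciparum expressing integrated firefly luciferase, in erythrocytes at 2% hematocrit, 0.05% parasitemia, incubated with compounds 96 h at 37 C, 5% CO2. Growth inhibition read as loss of luminescence; two-generation exposure targets delayed-death apicoplast inhibitors.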
Starred values were filed as active, the others as inactive; ? = inconclusive; · = not tested or not shown; [ ] = another dose, or the depositor's remark. Unless noted, calls follow the shape of the dose curve; as a rule, active = well fitted curve in the direction sought with a large enough effect; inconclusive = small, poorly fitted or top-dose-only effect, or another doubt; inactive = no such curve, though single readings can be large; an effect the other way counts as inactive or inconclusive. The order is random; overall some 24% were active at least once.

Under each structure: Cycloheximide cs	Shiga inhibitor	FBPA Giardia inh	Pf growth 48h	HCV inh	Pf growth 96h
COc1ccc(C)cc1N(CC(N)=O)S(=O)(=O)c1ccc(C)cc1
→ -5.2	-17.1	?	-21.2%	13.9%	-8.1%
COc1ccc(NS(=O)(=O)c2ccc(-c3n[nH]c(=S)n3Cc3ccccc3)cc2)cc1
→ -0.3	7.0	16.9%	?	10.2%	3.6%
CC(C)(C)N(CC#CCC1(O)c2ccccc2-c2ccccc21)CCO
→ -1.5	18.6	-19.3%	?	8.3%	11.7µM*
O=C1Nc2cc3c(cc2C1=O)sc1ccccc13
→ -2.5	7.2	-14.5%	9.5%	12.4%	12.5%
COc1ccc(S(=O)(=O)NCCc2nnc3ccc(SCc4cccnc4)nn23)cc1
→ 5.0	5.2	8.5%	-1.5%	11.5%	-42.4%
COc1ccnc(-n2cccc2C#N)c1C#N
→ -0.8	-2.2	2.9%	22.0%	8.9%	32.3%[activator]
O=[N+]([O-])c1ccc(-n2nnnc2CN2CCOCC2)cc1
→ -3.3	-7.9	-3.7%	3.1%	8.5%	6.57µM*
Nc1ccc(Nc2ccccc2)cc1
→ -1.7	-17.0	0.0%	?	-12.8%	9.28µM*
CCc1ccccc1N1CC(C(=O)Nc2cc(S(=O)(=O)N3CCCC3)ccc2Cl)CC1=O (configuration not stated)
→ ·	·	·	?	11.2µM*	?
COC(=O)/C=C1\SC(=Nc2ccc(OC)cc2)NC1=O
→ 1.1	-7.6	4.8%	-11.9%	3.7%	43.2%[activator]
O=C(Nc1ccccc1)C(Cc1ccccc1)NC(=O)C12CC3CC(CC(C3)C1)C2 (configuration not stated)
→ -1.7	-14.3	·	?	-23.9%	?
CC(OC(=O)c1cc2sccc2n1C)C(=O)NC(C)(C)C (configuration not stated)
→ -1.5	-3.0	4.9%	-6.7%	10µM*	?
CCOc1ccc(NS(=O)(=O)c2cccc(C(=O)N(C)Cc3ccco3)c2)cc1
→ ·	·	·	?	9.1%	-28.0%
Cc1occc1-c1nnc(SCC(=O)NC2CC2)n1C(C)C
→ 0.3	10.4	4.3%	6.2%	12.1%	-3.9%
COc1cc(CCC(=O)OCC(=O)Nc2ccccc2C(C)C)cc(OC)c1OC
→ -9.4	-14.2	2.4%	-4.1%	8.1%	-21.2%

3 neighbouring records from above, quoted:
Under each structure: Cycloheximide cs	Shiga inhibitor	FBPA Giardia inh	Pf growth 48h	HCV inh	Pf growth 96h
COc1ccc(C)cc1N(CC(N)=O)S(=O)(=O)c1ccc(C)cc1
→ -5.2	-17.1	?	-21.2%	13.9%	-8.1%
COc1ccc(NS(=O)(=O)c2ccc(-c3n[nH]c(=S)n3Cc3ccccc3)cc2)cc1
→ -0.3	7.0	16.9%	?	10.2%	3.6%
CC(C)(C)N(CC#CCC1(O)c2ccccc2-c2ccccc21)CCO
→ -1.5	18.6	-19.3%	?	8.3%	11.7µM*

Next structures.
Under each structure: Cycloheximide cs	Shiga inhibitor	FBPA Giardia inh	Pf growth 48h	HCV inh	Pf growth 96h
C/C(N)=C(/C#N)C(=O)CN1CCCCC1
→ -5.9	-9.1	0.1%	-6.1%	17.1%	29.3%
Cc1c(C(=O)NCc2ccc3c(c2)OCO3)sc2nc(-c3ccccc3)cn12
→ 7.0	7.9	-3.0%	·	-6.6%	?
COc1ccc(S(=O)(=O)N2CCN(CC(=O)NCC3(N4CCOCC4)CCCCC3)CC2)cc1
→ ·	·	·	9.28µM*	17.9%	?
O=C(COc1ccc(S(=O)(=O)NCCc2ccccc2)cc1)N1CCCC1
→ -4.1	-2.5	1.3%	-15.2%	-3.4%	?
CC(C)Cc1ccc(S(=O)(=O)NCC2CCCO2)cc1 (configuration not stated)
→ -2.6	12.6	13.3%	9.5%	-14.2%	-4.3%
COC(=O)c1cc2nc(-c3ccccc3)cc(C)n2n1
→ -3.0	-3.6	-3.0%	-12.1%	?	·
COc1ccc(CC(=O)Nc2cccc(/C(C)=N/NC(=O)C3(C)CC3(Br)Br)c2)cc1 (configuration not stated)
→ 7.3	14.7	·	?	10µM*	?
CC1CCCN(C2=C(Cl)C(=O)N(c3cccc(Cl)c3)C2=O)C1 (configuration not stated)
→ 0.8	-6.1	2.0%	-4.1%	19.8%	-1.2%
CCN1CCN(c2oc(/C=C/c3ccccc3)nc2C#N)CC1
→ 42.1*	38.2	?	-2.1%	-5.8%	6.3%
CCOC(=O)N1CCN(CCC(=O)Nc2cccc(Cl)c2C)CC1
→ -2.3	·	?	?	-6.2%	-26.2%
O=c1c2ccccc2nnn1CSc1nnc2ccccn12
→ 33.9*	99.0*	-2.2%	161.5%[activator]	12.2%	·
Cc1ccc(C(=O)NC(C)CCc2ccccc2)cc1[N+](=O)[O-] (configuration not stated)
→ 4.7	10.5	-3.6%	-49.9%	-7.1%	?
Cc1nn(CC(=O)Nc2nnc(CC(=O)N3CCCC3)s2)c(=O)c2ccccc12
→ -5.6	-8.3	3.4%	32.9%[activator]	10.3%	-25.1%
O=S(=O)(c1ccc2c(c1)N(Cc1ccc(Cl)cc1)C1CCCN21)N1CCOCC1 (configuration not stated)
→ -1.5	-22.6	-8.2%	?	-5.8%	8.28µM*
Cc1cc(C)n(/C(=C\N(C)C)C(=O)c2cccc([N+](=O)[O-])c2)n1
→ -3.6	-7.2	2.9%	0.4%	1.0%	-6.1%
CNc1ccc([N+](=O)[O-])cc1
→ ·	·	·	62.1%[activator]	-7.5%	23.7%
COc1ccc(Cl)cc1NC(=O)C(C)N(C)Cc1cccc(Cl)c1Cl (configuration not stated)
→ -2.8	-16.0	-7.5%	11.7µM*	?	6.57µM*
Cc1cccc(OCc2nnc(SCC(=O)Nc3cccc(C(=O)N4CCOCC4)c3)n2C)c1
→ 2.9	18.7	3.7%	-2.7%	?	?
CCOc1ccc(S(=O)(=O)N2Cc3ccccc3CC2C(=O)NCCCn2ccnc2)cc1 (configuration not stated)
→ -4.3	-16.6	0.6%	?	16.8%	32.3%[activator]
CC(C)(C)NC(=S)NNC(=O)c1ccccc1Cl
→ 10.1	20.2	16.8%	0.0%	5.9%	?
Cc1cnc(CNC(=O)CC2C(=O)NCCN2Cc2ccccc2C(F)(F)F)cn1 (configuration not stated)
→ -1.5	-0.5	·	-1.5%	29.9%	?
Cc1ccc(Cl)cc1NC(=O)CSc1nncn1-c1ccccn1
→ -3.9	20.3	6.0%	0.9%	-12.1%	?
CCCOc1ccccc1NC(=O)/C=C/C(N)=O
→ 12.6*	-2.8	0.4%	·	?	8.2%
CNS(=O)(=O)c1cccc(C(=O)OCC(=O)N(Cc2ccccc2)C(C)(C)C)c1
→ -1.8	-4.0	2.2%	-4.2%	?	-10.7%
CC12CN(S(=O)(=O)c3ccccc3)CC(C)(CN(S(=O)(=O)c3ccccc3)C1)C2
→ 13.8	11.9	7.7%	·	1.5%	?
Cc1nc2ccc(NC(=O)c3ccc(S(=O)(=O)N(C)c4ccccc4)cc3)cc2s1
→ 6.5	-2.9	-1.5%	?	?	?
CCN(Cc1nc2cc(Cl)ccc2c(=O)[nH]1)C(=O)C1CC(=O)N(c2cccc3ccccc23)C1 (configuration not stated)
→ ·	·	·	10.4µM*	8.2%	?
COC(=O)c1ccccc1NC(=O)Nc1nnc(N2CCCCC2C)s1 (configuration not stated)
→ -1.0	-11.5	-0.3%	38.8%[activator]	-10.3%	-28.0%
COc1ccc(C(=O)Nc2nc3cc(OC)c(OC)cc3c(=O)[nH]2)cc1
→ -3.4	18.4	3.7%	-4.6%	?	-3.2%
O=C(Cn1ncn2c(cc3ccccc32)c1=O)NCCC1=CCCCC1
→ -1.4	-10.2	1.3%	·	-28.7%	34.4%[activator]
Cc1ccc(/C(O)=C2/C(=O)C(=O)N(CCN3CCOCC3)C2c2ccccn2)cc1 (configuration not stated)
→ 33.8*	105.3*	?	31.0%[activator]	-6.4%	72.7%[activator]
COc1ccc(C(=O)N/C(N)=N/c2nc3ccccc3o2)cc1
→ 7.1	6.7	10.8%	41.9%[activator]	?	?
O=C(CN1C(=O)c2ccccc2C1=O)N(CCO)Cc1ccccc1
→ 8.6	-5.4	6.7%	27.7%	12.4%	30.4%[activator]
Oc1cc2c(cc1CN1CCc3ccccc3C1)OCO2
→ 2.0	-8.1	·	-7.3%	10.4%	?
O=C(O)c1ccc(-n2cccc2/C=N\NC(=O)c2cc3cc(Br)ccc3o2)cc1
→ 0.7	25.2	-20.9%	?	-3.2%	-0.4%
O=c1c(Cc2c(F)cccc2Cl)c(O)ccn1CCCN1CCOCC1
→ 12.4	1.7	0.7%	2.7%	-0.2%	68.5%[activator][5.75 µM]
CCC/C(=N/NC(=O)c1csc(C)c1C)c1ccc(Cl)s1
→ 36.4	91.9*	-0.6%	33.0%[activator]	?	·
CCOC(=O)C1=C(C)NC(=O)NC1c1ccc(OCC(=O)Nc2ccccc2)c(OC)c1 (configuration not stated)
→ 7.0	39.4*	3.5%	?	?	?
Cn1c(=O)c2c(ncn2Cc2nnc(N)s2)n(C)c1=O
→ 3.1	-5.5	0.7%	0.0%	18.0%	31.7%[activator]
O=S(=O)(c1cccc2nsnc12)N1CCCC1
→ -3.5	17.3	-4.0%	0.2%	11.6%	44.0%[activator]
C#CCNC(=O)C1=C[C@@H](c2cn(C(C)=O)c3ccccc23)C[C@@H](OCc2ccc(CO)cc2)O1
→ -2.3	17.3	-16.0%	8.28µM*	-17.8%	6.57µM*
COC(=O)c1ccc(Cn2nc(C(F)(F)F)cc2C)cc1
→ -2.3	-6.5	·	3.6%	6.7%	41.4%[activator]
Cc1ccccc1OC(=O)CCC(=O)OCCCC(F)(F)C(F)(F)F
→ -5.1	-10.1	-10.8%	-6.5%	4.5%	·
Cn1c(=O)oc2cc(S(=O)(=O)N3CCCC(C(=O)NC4CCCc5ccccc54)C3)ccc21 (configuration not stated)
→ -2.6	-12.5	-6.8%	·	-13.5%	?
COc1ccc(CNCc2ccc(F)cc2)c(OC)c1
→ -1.5	-4.3	-12.3%	36.3%[activator]	-8.0%	?
Cc1c(C(=O)Nc2ccc(Cl)cc2)c2ccccn2c1CCc1ccncc1
→ 27.6*	38.9*	-13.5%	?	-27.1%	9.28µM*
CN(C)S(=O)(=O)c1cccc(NC(=O)NCCCl)c1
→ -2.8	-6.8	-10.1%	62.3%[activator]	4.1%	?
COc1ccc(NC(=O)CN(C)C(=O)c2cc(-c3ccncc3)nc3ccccc23)cc1
→ -1.0	-9.2	·	?	27.2%	?
O=S(=O)(c1ccc(Cl)cc1)N1CCn2c1nc1ccccc12
→ 4.8	19.7	-1.0%	50.2%[activator]	9.8%	?
Cc1ccc(S(=O)(=O)N2CCOCCOCCOCCOCCOCC2)cc1
→ -2.8	·	-2.8%	-20.7%	5.4%	-5.0%
COc1ccc(S(=O)(=O)N2CCOCC2)cc1NS(=O)(=O)/C=C/c1ccccc1
→ -6.8	8.7	6.7%	0.1%	22.8%	-5.8%
CN(c1ccc(OCC(=O)N2CCOCC2)cc1)S(=O)(=O)c1ccc(F)cc1
→ 12.1	-10.3	-0.4%	-9.3%	-5.2%	?
CCN(CC)S(=O)(=O)c1ccc(N2CCOCC2)c(NC(=O)C2=COCCO2)c1
→ -2.9	-29.7	·	3.29µM*	?	2.08µM*
O=C(CCCNC(=O)c1ccc(Cl)cc1)NCc1ccccc1Cl
→ -2.3	7.2	8.5%	·	-22.1%	11.8%
CC/C(=N\NS(C)(=O)=O)c1ccccc1
→ -5.6	-4.7	-0.7%	9.6%	30.2%[activator]	·
